# Compound activity (PubChem)
# GLP1R cytotox: cytotoxicity in counter-screen for GLP-1R inverse agonists; HEK293 cAMP-luciferase reporter cells, luminescence, 24 h; Potency, µM (top dose mostly 38.3 µM), for inactives: at the top dose activity change, negative = inhibition, most hits filed as inhibitors; 410,000 compounds, 0.13% hits; AID 624418;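 also: loss of luciferase light is scored as toxicity; potency is read from the fitted curve at half-maximal effect; % is scaled to controls: 0 for no effect and ±100 for the full control effect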
#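 Compound-treated cells are incubated 24 hr at 37 deg C under 5% CO2 after a 12 hour attachment period, then luciferase detection reagent is added and luminescence is measured following 12 min at room temperature; lowered signal indicates toxicity.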
# Mm-Cpn inhibitor: blocks the Methanococcus maripaludis chaperonin Mm-Cpn; purified Mm-Cpn ATPase, ADP Transcreener TR-FRET; AID 504842; 330,000 compounds, 0.031% hits; Potency, µM (top dose mostly 76.9 µM), inactives show at the highest dose activity, negative = inhibition, usual class: inhibitors; also: potency is read from the fitted curve at half-maximal effect; % is scaled to controls: 0 for no effect and ±100 for the full control effect; nearly all actives have a fitted effect of over 80% in size
#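 Measured: ADP formation by purified Mm-CPN. Conditions: 25 nM protein, 10 uM ATP, Tris pH 7.4 with Mg2+, K+ and DTT, 37°C for 30 min. Detection: Transcreener HTRF after 30 min at room temperature.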
# GLP1R inv ag: GLP-1 receptor (human) inverse agonism | P43220 | HEK293 GLP-1R CRE-luciferase, luminescence, 24 h; GLP-1R form is constitutively active | Potency, µM (titrated, usually from 38.3 µM), for the others: at the top dose activity change, negative = inhibition, actives largely listed as inhibitors | 410,000 compounds, 1.6% hits | AID 624417; also: potency is read from the fitted curve at half-maximal effect; % is scaled to controls: 0 for no effect and ±100 for the full control effect; nearly all actives have a fitted effect of over 55% in size
# Target sequence (P43220 whole entry, looked up): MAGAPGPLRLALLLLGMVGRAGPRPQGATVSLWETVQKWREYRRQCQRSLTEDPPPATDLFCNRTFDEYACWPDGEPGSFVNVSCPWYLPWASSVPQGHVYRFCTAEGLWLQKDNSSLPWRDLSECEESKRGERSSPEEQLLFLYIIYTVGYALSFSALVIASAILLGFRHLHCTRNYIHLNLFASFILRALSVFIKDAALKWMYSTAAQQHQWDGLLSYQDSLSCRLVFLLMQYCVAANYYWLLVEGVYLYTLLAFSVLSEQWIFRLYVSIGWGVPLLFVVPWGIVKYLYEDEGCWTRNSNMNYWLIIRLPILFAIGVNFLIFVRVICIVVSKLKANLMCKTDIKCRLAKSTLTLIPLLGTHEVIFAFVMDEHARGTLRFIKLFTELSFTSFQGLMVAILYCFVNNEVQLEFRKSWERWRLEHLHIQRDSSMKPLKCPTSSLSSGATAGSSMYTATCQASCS
#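 Assay principle: reduced luminescence from a cAMP-responsive reporter in HEK293 cells co-expressing a constitutively active GLP-1R. Conditions: 24 hr compound incubation, 37 deg C, 5% CO2.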
# Akt phos inh: inhibitors of Akt phosphorylation. Neuro2A IGF-stimulated pAkt S473 HTRF, 20 min; hits give low values. activity change, % for hits at 50 µM. 360,000 compounds, 0.32% hits. AID 651550; in the data active = activity change below about -80%; inconclusive = mostly about -51% to -80%; also: % is scaled to controls: 0 for no effect and ±100 for the full control effect
#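 Neuro2A cells (4,500/well, DMEM with 0.5% FBS) were treated with compound at a single 50 µM final concentration, stimulated with 6 nM IGF for 20 min at 37 °C, and lysed. Phospho-Akt Ser473 was read by HTRF as 665/615 ratio ×10^4.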
# FUS suppressor: suppressors of FUS proteinopathy in yeast; AID 1347120; Potency, µM (series often up to 76.6 µM), for the others: at the highest dose growth rescue (activation), actives largely listed as activators; S. cerevisiae FUS-expressing, growth rescue, OD600, 24 h; 390,000 compounds, 0.24% hits;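 also: potency is read from the fitted curve at half-maximal effect; plate controls were DMSO vehicle for no effect and reference control for full effect; nearly all actives have a fitted effect of over 55% in size; some results filed as inactive show a strong effect at the top dose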
#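 Read-out: OD at 600 nm after 24hr at 30C, reporting rescue of FUS-induced yeast toxicity. Cells at OD 0.005 in galactose (2%) minimal medium; compounds tested in a dilution series; CP55940 titration from 92uM final as control.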
# PTHR1 agonist: agonists of human PTHR1 parathyroid hormone receptor | AID 743266 | HEK293 GP2 PTHR1 cells, GloSensor cAMP luminescence, 1 h | Potency, µM (series often up to 115 µM), without a hit: at the highest dose activation, usual class: activators | 410,000 compounds, 0.075% hits | Q03431; also: potency is read from the fitted curve at half-maximal effect; nearly all actives have a fitted effect of over 55% in size; some results filed as inactive show a strong effect at the top dose; inactives centre near -15; many of its hits are not listed in these tables
#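 HEK-293-derived GP2 cells expressing PTHR1 and a GloSensor cAMP reporter, 3,000/well, plated overnight, given luciferin plus IBMX (each 0.5 mM as added) for 1 h at 37 °C, then compound for 1 h at 37 °C. Luminescence was read after 15 min at room temperature.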
# aSyn rescue: rescues yeast growth from alpha-synuclein toxicity. Yeast expressing alpha-synuclein, growth rescue, BacTiter-Glo, 24 h. Potency, µM (highest dose often 46.1 µM), for the others: at the highest dose growth rescue (activation), hits mostly activators. 370,000 compounds, 0.14% hits; also: potency is read from the fitted curve at half-maximal effect; % of control where 0% means no effect; nearly all actives have a fitted effect of over 65% in size
#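 Galactose-induced alpha-syn yeast (OD600=0.02, raffinose-pregrown) + pinned cpd, 24 hr, 30 deg C; growth by BacTiter-Glo luminescence. Growth restoration scores as activation.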
# Abeta rescue: compounds reversing amyloid beta toxicity in yeast; yeast expressing A-beta42, growth rescue, OD600, 48 h; response scale: 0% DMSO, 100% iron-clioquinol control; Potency, µM (doses to about 46.1 µM), inactives show at the top dose growth rescue, most hits filed as activators; 410,000 compounds, 0.063% hits; AID 1347071; also: potency is read from the fitted curve at half-maximal effect; nearly all actives have a fitted effect of over 55% in size
#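 Growth rescue measured by 600 nm absorbance after 48 h yeast culture at 30 C with compound. Values normalized between DMSO and an equimolar ferric chloride plus clioquinol control.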
# TDP-43 yeast inh: rescues yeast growth from TDP-43 toxicity; TDP-43 expressing yeast growth rescue, BacTiter-Glo, 24 h; Potency, µM (highest dose often 46.1 µM), for inactives: at the top dose growth rescue (activation), usual class: activators; 410,000 compounds, 1.8% hits; also: potency is read from the fitted curve at half-maximal effect; % of control where 0% means no effect; nearly all actives have a fitted effect of over 50% in size
#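 Cell-based yeast growth screen: TDP-43 expression induced in galactose, inoculum OD600=0.02 after raffinose pregrowth to mid-log. Read-out BacTiter-Glo luminescence at 24 hr, 30 deg C; inhibition of toxicity seen as signal increase.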
# Numbers without * were called inactive; i = inactive; ? = inconclusive; [ ] = dose if it differs, or a comment. Unless noted, calls follow the shape of the dose curve; as a rule, active = well fitted curve in the direction sought with a large enough effect; inconclusive = small, poorly fitted or top-dose-only effect, or another doubt; inactive = no such curve, though single readings can be large; an effect the other way counts as inactive or inconclusive.
SMILES,GLP1R cytotox,Mm-Cpn inhibitor,GLP1R inv ag,Akt phos inh,FUS suppressor,PTHR1 agonist,aSyn rescue,Abeta rescue,TDP-43 yeast inh
C[C@H](CCC(=O)O)[C@H]1CC[C@H]2[C@@H]3[C@@H](O)C[C@@H]4C[C@H](O)CC[C@]4(C)[C@H]3CC[C@]12C,5.3%,0.2%,8.4%,i,34.0%,-35.4%[inhibitor],-54.6%[inhibitor],-15.5%,?
C[C@]12CC[C@H]3[C@@H](CCC4=CC(=O)CC[C@@]43C)[C@@H]1CC[C@@H]2C(=O)CO,-1.2%,1.1%,6.3%,i,-10.7%,-6.2%,14.2%,-34.8%[inhibitor],?
CC[C@@H]1C(=O)OC[C@@H]1Cc1cncn1C,-1.1%,-0.9%,1.6%,i,-34.4%,i,-1.1%,-7.3%,0.0%

# 2 compounds from above, limited to PTHR1 agonist and aSyn rescue.
smiles | PTHR1 agonist | aSyn rescue
C[C@]12CC[C@H]3[C@@H](CCC4=CC(=O)CC[C@@]43C)[C@@H]1CC[C@@H]2C(=O)CO | -6.2% | 14.2%
C[C@H](CCC(=O)O)[C@H]1CC[C@H]2[C@@H]3[C@@H](O)C[C@@H]4C[C@H](O)CC[C@]4(C)[C@H]3CC[C@]12C | -35.4%[inhibitor] | -54.6%[inhibitor]

# Entries of single compounds, quoted from the list. Order of screens: GLP1R cytotox	Mm-Cpn inhibitor	GLP1R inv ag	Akt phos inh	FUS suppressor	PTHR1 agonist	aSyn rescue	Abeta rescue	TDP-43 yeast inh
# Results for C[C@]12CC[C@H]3[C@@H](CCC4=CC(=O)CC[C@@]43C)[C@@H]1CC[C@@H]2C(=O)CO : -1.2%	1.1%	6.3%	i	-10.7%	-6.2%	14.2%	-34.8%[inhibitor]	?
# Results for CC[C@@H]1C(=O)OC[C@@H]1Cc1cncn1C : -1.1%	-0.9%	1.6%	i	-34.4%	i	-1.1%	-7.3%	0.0%

# An excerpt; rates above refer to the full screens.
